Screening results from PubChem.
All columns: NCI-60 one-dose screen, growth in % after 48 h at 10 µM unless noted; 100 = growth as untreated, 0 = no growth, -100 = all killed.
HL-60(TB): HL-60(TB) leukemia cells. 78,000 tested, 9% active. AID 1794776; active = growth percent below 10
Active calls of the source: *; & = joins results of further samples; [ ] = another dose, or the depositor's remark. This is a subset; rates above refer to the full screens.

For COc1cc2oc(-c3ccc(NC(=O)c4ccc(Br)cc4)cc3)cc(=O)c2c(OC)c1OC the results were HL-60(TB) 96.
`COc1ccc(NC(=O)CSc2nnc(-c3ccc(-c4nc5ccc(Cl)cc5[nH]4)cc3)o2)cc1OC` gave HL-60(TB) 101.
`Clc1ccc2c(c1)nnc1c3cccnc3[nH]c21` gave HL-60(TB) 77.
C=CCc1cc(C)ccc1NC(C(N)=O)c1ccccc1 (configuration not stated) was read as HL-60(TB) 100.
For COc1cc(/C=C2\C(=O)Nc3ccccc32)ccc1OCc1ccc(Cl)cc1 the results were HL-60(TB) 113.
For Cc1ccc2c(c1)C13C(=C2Br)CCCN1C(=O)c1ccccc13 (configuration not stated) the results were HL-60(TB) 68.
For Nc1nc(Cl)c2ncn(Cc3cc4c(cc3I)OCO4)c2n1 the results were HL-60(TB) 52.
CC(C)C(C)(NS(=O)(=O)c1ccccc1)C(=O)O (configuration not stated) was read as HL-60(TB) 103.
Screening N#Cc1c(-c2ccc(F)cc2)cc(-c2ccncc2)[nH]c1=O returned HL-60(TB) 116.
c1ccc(C(CC2CCCCC2)c2ccc3ccccc3c2)cc1 (configuration not stated) was read as HL-60(TB) 101.
For O=C(/C=C/c1ccccc1)c1ccc(Nc2nc(Nc3ccc(F)cc3)nc(Nc3ccc(Cl)cc3)n2)cc1 the results were HL-60(TB) 44.
`CCOc1ccc(N)cc1` gave HL-60(TB) 101.
`CCOCc1ccccc1C(O)(c1ccccc1)c1ccccc1` gave HL-60(TB) 103.
CC(=O)Nc1cc(Cl)ccc1C(=O)O was read as HL-60(TB) 97.
For CC(=O)c1cc(C(C)=O)c2ccccc2c1O the results were HL-60(TB) 102.
For Cc1oc2nc[nH]c(=O)c2c1C(=O)/C=C/c1cccc2c1OCO2 the results were HL-60(TB) 109.
For Nc1nonc1-c1nc2ccccc2n1Cc1ccc(F)cc1 the results were HL-60(TB) 22.
O=S(=O)(O)OOS(=O)(=O)O was read as HL-60(TB) 103.
Screening O=C1Nc2c3c(nn2N=Nc2ccccc21)CCCC3 returned HL-60(TB) 89.
`CCOP(=S)(N/N=C\C(C)(C)C1CCCCC1)OCC` gave HL-60(TB) 98.

A stretch from the list above:
For Cc1ccc2c(c1)C13C(=C2Br)CCCN1C(=O)c1ccccc13 (configuration not stated) the results were HL-60(TB) 68.
For Nc1nc(Cl)c2ncn(Cc3cc4c(cc3I)OCO4)c2n1 the results were HL-60(TB) 52.
CC(C)C(C)(NS(=O)(=O)c1ccccc1)C(=O)O (configuration not stated) was read as HL-60(TB) 103.

Following part.
Screening CNc1nc(SCc2ccc(F)cc2)ncc1C returned HL-60(TB) 93.
`Nc1nc(=O)n([C@@H]2O[C@H](CO)[C@@H](O)C2(F)F)cc1F` gave HL-60(TB) 24.
For Cc1nn(-c2ccccc2)c(N2CCCCC2)c1/C=N/N=c1\sc2ccccc2n1C the results were HL-60(TB) 82.
CS(=O)(=O)c1cccc(-c2ccc3ncc(-c4ccc(S(=O)(=O)CCCN)cc4)n3n2)c1 was read as HL-60(TB) 97.
`COc1cc(C2=NN(C(C)=O)C(c3sc(Cl)nc3Cl)C2)cc(OC)c1OC` (configuration not stated) gave HL-60(TB) 100.
For COc1ccc(-c2ccc(NNC(=O)c3ccc(F)cc3)nn2)cc1 the results were HL-60(TB) 88.
CC(C)c1ccc2c(N)c(C(=O)Nc3ccc(C(F)(F)F)cc3)sc2n1 was read as HL-60(TB) 65.
CCN1C(=S)N(c2ccccc2)C2C1NN=c1s/c(=C3\C(=O)N(C(C)C)c4ccccc43)c(=O)n12 (configuration not stated) was read as HL-60(TB) 97.
Screening O=C(NC1C(O)OC(CO)C(O)C1O)NS(=O)(=O)c1ccc(F)cc1 (configuration not stated) returned HL-60(TB) 101.
For CC(=O)N(c1ccccc1C)c1ccccc1C the results were HL-60(TB) 105.
Screening CCOC(=O)Cc1c[nH]c(=S)[nH]c1=O returned HL-60(TB) 91.
`C=CCN1C(=O)CN(Cc2ccc(C(=O)NO)cc2)C(=O)C1Cc1ccccc1` (configuration not stated) gave HL-60(TB) 104.
Screening Cc1nc2ccccc2c(/C=C/c2ccc(F)cc2)c1C(=O)c1ccccc1 returned HL-60(TB) 99.
`COc1cc([C@H]2c3c(O)c(O)c4oc5ccccc5c(=O)c4c3[C@]3(OC)C=C(C)CC(C)(C)[C@H]23)c2c(=O)c3ccccc3oc2c1O` gave HL-60(TB) 49.
CCCCCCCCCCCCCCCCNC(=S)N/N=C/c1ccc(Cl)c(Cl)c1 was read as HL-60(TB) 89.
`COc1cc(O)c(C(C)=O)c(OC)c1O` gave HL-60(TB) 106.
`CCOC(=O)c1cc(C(=O)OCC)n2c1ccc1c3ccccc3ccc12` gave HL-60(TB) 101.
For C1=C\c2ccc(c(-c3nnc(Nc4ccccc4)o3)c2)/C=C\c2ccc/1cc2 the results were HL-60(TB) 74.
Screening COc1ccc(/C=C(/C(=O)N2CCN(Cc3ccccc3)CC2)c2cc(OC)c(OC)c(OC)c2)cc1 returned HL-60(TB) 84.
C=C(C)C(CCc1nc(N)nc(N)n1)(CCc1nc(N)nc(N)n1)C(C)=O was read as HL-60(TB) 112.

Five structures out of the list, arranged by count of non-hydrogen atoms, highest first.
Screening COc1ccc(/C=C(/C(=O)N2CCN(Cc3ccccc3)CC2)c2cc(OC)c(OC)c(OC)c2)cc1 returned HL-60(TB) 84.
`COc1cc(C2=NN(C(C)=O)C(c3sc(Cl)nc3Cl)C2)cc(OC)c1OC` (configuration not stated) gave HL-60(TB) 100.
Screening O=C(NC1C(O)OC(CO)C(O)C1O)NS(=O)(=O)c1ccc(F)cc1 (configuration not stated) returned HL-60(TB) 101.
Screening CNc1nc(SCc2ccc(F)cc2)ncc1C returned HL-60(TB) 93.
Screening CCOC(=O)Cc1c[nH]c(=S)[nH]c1=O returned HL-60(TB) 91.

New compounds follow.
Cn1cc(-c2nc(-c3cn(C)c4c(Cl)nccc34)cs2)c2cc(F)ccc21 was read as HL-60(TB) 80.
Screening CCc1cc2c(c3ccc(C(=O)CBr)cc13)CCCC2 returned HL-60(TB) 98.
O=C(Nc1ccc(F)c(Cl)c1)Nc1ccc2oc(=O)ccc2c1 was read as HL-60(TB) 69.
CN1CCN(Cc2ccc(NC(=O)c3cnc(F)c(C#Cc4cnc(N)c5ncccc45)c3)cc2C(F)(F)F)CC1 was read as HL-60(TB) -9.8*.
For COc1ccc(/C=C2\N=C3N(N/C(=N\N)N3c3ccccc3)C2=O)cc1 the results were HL-60(TB) 105.
For O=C(/C=C(O)/C=C/c1ccc(SC(F)(F)F)cc1)/C=C/c1ccc(SC(F)(F)F)cc1 the results were HL-60(TB) 82.
Screening CCOc1ccc2cc(-c3nn(CC4CCNCC4)c4ncnc(N)c34)ccc2c1 returned HL-60(TB) 20&98.
Cn1cc(NC(=O)c2cc(NC(=O)c3ccc(/C=C/c4ccccc4)cc3)cn2C)cc1C(=O)NCCCN1CCOCC1 was read as HL-60(TB) -38*.
NC(=O)Cc1c[nH]c2ccccc12 was read as HL-60(TB) 99.
`O=C(O)C(N=Cc1ccccc1)C(O)c1ccccc1` (configuration not stated) gave HL-60(TB) 100.
CC(C)C[C@H]1[C@@H]2O[C@@H]2[C@H](CC(C)C)N(Cc2ccccc2)S(=O)(=O)N1Cc1ccccc1 was read as HL-60(TB) 79[5 µM].
Screening O=C(O)CCC(CCC(=O)O)(C(=O)O)C(=O)O returned HL-60(TB) 94.
For COc1ccc2c(c1)c(-c1nnc(-c3cn(C)c4ncccc34)o1)cn2C the results were HL-60(TB) 69.
`O=C(CCNCc1ccccc1)c1ccccc1` gave HL-60(TB) 104.
C#CC#CC#CC#CC#CC#CC#CC#CC[C@@H]1OC[C@@H](COC(=O)O[C@@H](C(=O)O[C@H]2C[C@@]3(O)[C@@H](OC(=O)c4ccccc4)[C@@H]4[C@]5(OC(C)=O)CO[C@@H]5C[C@H](O)[C@@]4(C)C(=O)[C@H](OC(C)=O)C(=C2C)C3(C)C)[C@@H](NC(=O)c2ccccc2)c2ccccc2)O1 was read as HL-60(TB) 2.6*.
CCOC(=O)CSc1nnc(N)s1 was read as HL-60(TB) 102.
For Nc1nc(NC2CCCC2)nc(Oc2ccc(Cl)cc2)n1 the results were HL-60(TB) 92.
For O=C(O)C(Cc1ccc(OS(=O)(=O)Cc2ccccc2)cc1)NS(=O)(=O)Cc1ccccc1 (configuration not stated) the results were HL-60(TB) 83&109.
`COc1cc(C)cc(-c2nn(CC(N)=O)cc2-c2ccnc(Oc3cc(OC)c(OC)c(OC)c3)n2)c1` gave HL-60(TB) 100.
For C=CCN1C(=O)C(O)(CC(=O)c2cc3ccccc3oc2=O)c2ccccc21 (configuration not stated) the results were HL-60(TB) 99.

Grouped by structure: the compounds so far containing a CF3 group
CC(C)c1ccc2c(N)c(C(=O)Nc3ccc(C(F)(F)F)cc3)sc2n1 was read as HL-60(TB) 65.
CN1CCN(Cc2ccc(NC(=O)c3cnc(F)c(C#Cc4cnc(N)c5ncccc45)c3)cc2C(F)(F)F)CC1 was read as HL-60(TB) -9.8*.
For O=C(/C=C(O)/C=C/c1ccc(SC(F)(F)F)cc1)/C=C/c1ccc(SC(F)(F)F)cc1 the results were HL-60(TB) 82.

Further structures follow:
CC(C)(C(N)=O)N1CCN(c2ccccc2Cl)CC1 was read as HL-60(TB) 107.
For CCOC(=O)c1cc2c(n1Cc1cc(OC)c(OC)c(OC)c1)-c1nc(N)sc1CCC2 the results were HL-60(TB) 13.
For Oc1ccccc1/C=N/Nc1nc(N/N=C/c2ccccc2O)nc(N2CCCCC2)n1 the results were HL-60(TB) 47.
`CN=C1CN=C(c2ccccc2)c2cc(Cl)ccc2N1` gave HL-60(TB) 91.
`CC1(C)Oc2cc3oc(=O)ccc3cc2C[C@@H]1OCCOS(=O)(=O)c1ccc([N+](=O)[O-])cc1` gave HL-60(TB) 96.
`COc1ccc(C2N(c3ccc(O)cc3)N=C(C(C)=O)N2[C@@H]2[C@@H](OC(C)=O)O[C@@H](COC(C)=O)[C@H](OC(C)=O)[C@H]2OC(C)=O)cc1` (some centres not stated) gave HL-60(TB) 97.
For Clc1ccc(CSc2ncc(Br)c(Nc3cc(Cl)ccc3Cl)n2)cc1 the results were HL-60(TB) 99.
Screening OCC1OC(OC2OC(CO)C(O)C(O)C2O)C(O)C(O)C1O (configuration not stated) returned HL-60(TB) 96.
For C=CC1=NC(C)(C)CC(C)O1 (configuration not stated) the results were HL-60(TB) 97.
For CCN=C(NCC)c1ccc(NC(=O)Nc2ccc(NC(=O)Nc3ccc(C(=NCC)NCC)cc3)cc2)cc1 the results were HL-60(TB) 93.
Screening COc1cc(C)cc(-c2c(-c3cc(N4CC(O)C4)nc(-c4cccnc4)n3)cnn2C)c1 returned HL-60(TB) 105.
`O=C(CCNC(=O)c1ccc2c(c1)/C(=C/c1ccc[nH]1)C(=O)N2)NO` gave HL-60(TB) 90.
Cc1cc[n+](CC(=O)c2cccc3ccccc23)cc1 was read as HL-60(TB) 99.
CCCCCCCCCC(C)NC(=O)CCl (configuration not stated) was read as HL-60(TB) 92.
For CC/C(=N\NC(N)=O)C(OC)OC the results were HL-60(TB) 112.
`Brc1ccc(-c2[nH]ncc2-c2c[nH]c3ccccc23)cc1` gave HL-60(TB) 81.
Screening CSc1ncc2[nH]cnc2n1 returned HL-60(TB) 61.
COc1cc(CNC(=O)CCCC/C=C/C(C)C)ccc1OCc1cn(-c2ccc(C(F)(F)F)cc2)nn1 was read as HL-60(TB) 85.
CC1(C)CC2CCC(O)C2C(CCO)N1 (configuration not stated) was read as HL-60(TB) 116.
`COc1ccc(S(=O)(=O)NCCCNc2cc(-c3cn(-c4ccccc4)nc3-c3ccccc3)ccn2)cc1` gave HL-60(TB) 53.
Screening CN1C(=O)N(C)C2NN3C(c4ccccc4)=CSC3=NC21 (configuration not stated) returned HL-60(TB) 109&101.
For Fc1ccc(-c2cc3nc(C(Cl)Cl)nc(-c4cccs4)n3n2)cc1 the results were HL-60(TB) -2.0*.
For Cc1cnc(C(=O)O)c[n+]1[O-] the results were HL-60(TB) 100.
For CCOP(=O)(OCC)/C(C#N)=C/c1nc[nH]c1C the results were HL-60(TB) 89.
O=c1[nH]c2sc3c(c2c(=O)n1-c1ccc(Cl)cc1)CCC3 was read as HL-60(TB) 96.
For CCCCc1nc(Cl)c(CO)n1Cc1ccc(-c2ccccc2-c2nn[nH]n2)cc1 the results were HL-60(TB) 110.
For CC1=NC(=S)NC(c2ccccc2)/C1=C1/CC(c2ccccc2O)ON1 (configuration not stated) the results were HL-60(TB) 103.
Screening CC(=O)NC(NC(C)=O)c1ccccc1 returned HL-60(TB) 82.
For COc1ccc2c(c1)c(-c1nc(N)nnc1-c1ccccn1)cn2C the results were HL-60(TB) 106.
Screening NCCOc1ncccc1/C=C1\c2ccccc2-c2ccc([N+](=O)[O-])cc21 returned HL-60(TB) -42*.
For CCOC(=O)CCC1=C(CCC(=O)OC)C(C)=N/C1=C\c1[nH]c(-c2ccc[nH]2)cc1OC the results were HL-60(TB) 98.
`N#Cc1c(-c2cccs2)cc(-c2cccnc2)[nH]c1=O` gave HL-60(TB) 98.
Screening CC(=O)Nc1cc2c(cc1[N+](=O)[O-])-c1ccccc1C2O (configuration not stated) returned HL-60(TB) 101.
Screening Cc1onc(-c2c(Cl)cccc2Cl)c1C(=O)Oc1ccc(-c2ccc(OC(=O)c3c(-c4c(Cl)cccc4Cl)noc3C)cc2)cc1 returned HL-60(TB) 98.
COc1ccc(C(=O)COc2cccc(/C=C3\Cc4ccc(Cl)cc4C3=O)c2)cc1 was read as HL-60(TB) 102.
For O=C1NC(=S)N/C1=C\c1ccc(Cl)c(Cl)c1 the results were HL-60(TB) 74.
Screening NNC(=O)N(c1ccccc1)c1ccccc1 returned HL-60(TB) 106.

5 records drawn at random from the list so far, as already listed:
For Nc1nc(NC2CCCC2)nc(Oc2ccc(Cl)cc2)n1 the results were HL-60(TB) 92.
`CN=C1CN=C(c2ccccc2)c2cc(Cl)ccc2N1` gave HL-60(TB) 91.
`COc1ccc(NC(=O)CSc2nnc(-c3ccc(-c4nc5ccc(Cl)cc5[nH]4)cc3)o2)cc1OC` gave HL-60(TB) 101.
Screening COc1cc(C)cc(-c2c(-c3cc(N4CC(O)C4)nc(-c4cccnc4)n3)cnn2C)c1 returned HL-60(TB) 105.
Screening CCc1cc2c(c3ccc(C(=O)CBr)cc13)CCCC2 returned HL-60(TB) 98.
